Source: PubChem (National Center for Advancing Translational Sciences (NCATS))
ELG1 genotox: genotoxicity induction in ELG1-luciferase HEK293T cells; HEK293T ELG1-luciferase reporter, luminescence, 16 h; Potency, µM (titrated, usually from 46 µM), for the others: top-dose activity change, positive = activation, actives largely listed as activators; 330,000 tested, 1.3% active; AID 504466; note: potency is the fitted concentration of half-maximal effect; % of control where 0% means no effect; nearly all actives have a fitted effect of over 60% in size
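After overnight (16 hr) compound treatment at 37 °C, ELG1-luciferase HEK293T cells were lysed with ONE-Glo; luminescence quantified 30 min later at room temperature.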
FLuc modulator: counter-screen for miR-21 project: firefly luciferase inhibitors or activators; purified FLuc, Km substrates, luminescence inhibition; Potency, µM (doses to about 57.5 µM), inactives show top-dose activity change, negative = inhibition, hits mostly inhibitors; P08659; AID 588342; 360,000 tested, 6.9% active;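 note: potency is the fitted concentration of half-maximal effect; plate controls were vehicle for no effect and reference inhibitor for full effect; nearly all actives have a fitted effect of over 55% in size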
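Biochemical qHTS of compounds, final roughly 60 µM downward over six points, against 10 nM purified firefly luciferase using Km concentrations of substrates (10 uM D-luciferin, 10 uM ATP) in Tris acetate pH 7.5 buffer; luminescence output.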
Tb PFK block: blocks T. brucei phosphofructokinase; O15648; T. brucei PFK, ADP-Glo luminescence; Potency, µM (highest dose often 57.5 µM), for inactives: at the top dose activity, negative = inhibition, usual class: inhibitors; 330,000 tested, 0.17% active; AID 485367;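 note: potency is the fitted concentration of half-maximal effect; 0% = uninhibited 1x PFK enzyme wells and -100% = no-enzyme wells; nearly all actives have a fitted effect of over 60% in size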
Target sequence (O15648 whole entry, looked up): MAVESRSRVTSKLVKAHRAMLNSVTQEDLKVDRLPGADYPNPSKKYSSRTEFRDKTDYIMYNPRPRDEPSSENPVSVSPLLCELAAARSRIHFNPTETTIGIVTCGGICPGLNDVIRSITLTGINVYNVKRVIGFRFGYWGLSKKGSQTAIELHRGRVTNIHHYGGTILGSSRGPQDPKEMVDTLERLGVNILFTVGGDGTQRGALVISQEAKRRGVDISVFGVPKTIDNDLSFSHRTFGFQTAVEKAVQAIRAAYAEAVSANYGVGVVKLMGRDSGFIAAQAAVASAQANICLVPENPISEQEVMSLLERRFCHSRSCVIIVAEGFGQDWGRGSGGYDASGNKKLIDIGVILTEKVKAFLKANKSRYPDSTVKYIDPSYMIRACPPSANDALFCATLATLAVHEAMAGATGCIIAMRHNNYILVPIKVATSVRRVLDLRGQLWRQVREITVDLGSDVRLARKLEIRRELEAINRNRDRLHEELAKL
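In TEA buffer at pH 8.0 with 5 mM MgCl2, enzyme (1.25 nM) converted F6P (0.5 mM) and ATP (0.1 mM) for 45 min at room temperature. ADP product was read by luciferase luminescence.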
BRCA1 expr up: increases BRCA1 expression. MCF7-BRCA1-FFLuc reporter, luminescence, 48 h; response scale: scaled: vehicle 0%, 10 µM genistein 100%. Potency, µM (top dose mostly 46.1 µM), for inactives: at the top dose activation, actives largely listed as activators. 380,000 tested, 1.1% active; note: potency is the fitted concentration of half-maximal effect; nearly all actives have a fitted effect of over 80% in size; some results filed as inactive show a strong effect at the top dose
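Luminescence from a BRCA1-driven firefly luciferase in MCF7 cells was the read-out, taken 15 min after substrate addition following 48 h compound exposure at 37 °C. Data were normalized to a 10 microM genistein control and DMSO vehicle.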
Rab9 prom act: Rab9 promoter activation. AID 485297. Potency, µM (series often up to 9.22 µM), for inactives: at the top dose activation, negative = inhibition, usual class: activators. 320,000 tested, 2.8% active. Huh7 Rab9 promoter-luciferase reporter, luminescence, 24 h; note: potency is the fitted concentration of half-maximal effect; % of control where 0% means no effect; nearly all actives have a fitted effect of over 60% in size
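Luciferase signal after 10 min detection reagent at ambient indicates Rab9 promoter upregulation; stably transfected Huh7 cells were treated 24 h with compound in DMSO at 37 °C, 5% CO2.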
TRPV1 ag: agonists of human vanilloid receptor 1 (TRPV1). TRPV1-expressing cells, Fluo-8 calcium influx, agonist mode. activation, % at 8.33 µM. 320,000 tested, 0.19% active. AID 540275; in the data active = activation above about 80%; inconclusive = between about 30% and that limit; note: 0% is about no effect
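Cells expressing TRPV1 were dye-loaded with Fluo-8 and read kinetically: 10 s baseline, 3 min after compound (agonist portion), then 2 min after EC20 capsaicin (allosteric enhancer portion). Calcium-bound dye fluorescence at 480/520 nm.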
p53 reactivator: restores transcriptional activity of mutant p53 | H1299 p53-A138V BP100-luciferase reporter, luminescence, 24 h | Potency, µM (titrated, usually from 92.2 µM), inactives show top-dose activity change, positive = activation, hits mostly activators | 320,000 tested, 0.063% active; note: potency is the fitted concentration of half-maximal effect; % of control where 0% means no effect; nearly all actives have a fitted effect of over 45% in size
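H1299 (p53-null), stable ts p53-A138V + BP100-Luc; 1000 cells/well, Opti-MEM/10% FBS; cpd 4 pt, 1:5; 24 h, 37 deg C, 5% CO2; detection reagent 10 min RT; luminescence.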
RORgamma inh: inhibitors of mouse ROR gamma transcriptional activity; AID 2551; Potency, µM (series often up to 53.6 µM), without a hit: top-dose activity change, negative = inhibition, actives largely listed as inhibitors; Drosophila S2 Gal4-RORgamma UAS-luciferase reporter, 20 h; 310,000 tested, 5.4% active; note: potency is the fitted concentration of half-maximal effect; % is set by controls: 0 for no effect and ±100 for the full control effect; nearly all actives have a fitted effect of over 60% in size
Target sequence (P51450 whole entry, looked up, the tested form may be a part): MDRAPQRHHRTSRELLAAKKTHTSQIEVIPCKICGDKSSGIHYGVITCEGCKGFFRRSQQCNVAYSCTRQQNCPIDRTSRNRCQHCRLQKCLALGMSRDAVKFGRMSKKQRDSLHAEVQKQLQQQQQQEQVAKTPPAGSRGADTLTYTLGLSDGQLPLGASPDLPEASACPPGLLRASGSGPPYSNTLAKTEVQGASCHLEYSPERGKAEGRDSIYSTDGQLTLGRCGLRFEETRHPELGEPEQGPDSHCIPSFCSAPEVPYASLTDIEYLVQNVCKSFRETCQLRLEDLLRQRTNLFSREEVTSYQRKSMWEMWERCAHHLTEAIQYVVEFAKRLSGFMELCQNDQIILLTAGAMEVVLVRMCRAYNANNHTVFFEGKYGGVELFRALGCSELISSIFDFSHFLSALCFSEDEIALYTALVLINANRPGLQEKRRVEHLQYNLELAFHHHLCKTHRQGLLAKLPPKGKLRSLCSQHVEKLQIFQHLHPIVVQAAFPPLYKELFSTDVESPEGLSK
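Using a luciferase readout, inhibitors were identified by reduced reporter activity in Drosophila cells coexpressing a copper-inducible Gal4–ROR gamma fusion and UAS-driven Photinus luciferase, incubated 20 hr after 700 uM copper sulfate.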
Gal4-VP16 FLuc: Gal4-VP16 reporter inhibition counter-screen; Drosophila S2 Gal4-VP16 UAS-luciferase, luminescence, 20 h; Potency, µM (titrated, usually from 53.6 µM), without a hit: top-dose activity, negative = inhibition, hits mostly inhibitors; 310,000 tested, 3.5% active; AID 2546;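 note: Gal4-VP16 expression switched on by copper sulfate through the metallothionein promoter; potency is the fitted concentration of half-maximal effect; % is set by controls: 0 for no effect and ±100 for the full control effect; nearly all actives have a fitted effect of over 50% in size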
NPC1 prom act: activates the NPC1 promoter. AID 485313. 320,000 tested, 2.4% active. Potency, µM (series often up to 9.22 µM), for the others: at the highest dose activation, actives largely listed as activators. Huh7 NPC1 promoter luciferase reporter, 24 h;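 note: potency is the fitted concentration of half-maximal effect; % of control where 0% means no effect; nearly all actives have a fitted effect of over 60% in size; reporter is driven by a mutant NPC1 promoter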
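Stable NPC1-promoter luciferase Huh7 line; cpd (DMSO) 24 h, 37 °C, 5% CO2; Amplite luciferase reagent 10 min RT; luminescence readout. qHTS format.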
ELG1 repair inh: blocks ELG1-dependent DNA repair in HEK293T cells | HEK293T ELG1-luciferase reporter, luminescence, 16 h; DNA damage induced by 5-fluorouridine | Potency, µM (highest dose often 46.1 µM), for the others: at the top dose activity change, negative = inhibition, usual class: inhibitors | 330,000 tested, 2.3% active | AID 504467; note: potency is the fitted concentration of half-maximal effect; % is set by controls: 0 for no effect and ±100 for the full control effect; nearly all actives have a fitted effect of over 55% in size
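Cells (2,000 per well) received 5-fluorouridine plus test compound or DMSO and were incubated 16 hr at 37 °C, 5% CO2. Luciferase activity was read by luminescence 30 min after ONE-Glo addition; signal suppression marked inhibition of damage-induced ELG1 function.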
The depositor's hits bear a star; ? = inconclusive; nt = no result given; & = joins results of further samples; [ ] = another dose, or the depositor's remark. Unless noted, calls come from the whole dose curve; as a rule, active = well fitted curve in the direction sought with a large enough effect; inconclusive = small, poorly fitted or top-dose-only effect, or another doubt; inactive = no such curve, though single readings can be large; an effect the other way counts as inactive or inconclusive.

SMILES	ELG1 genotox	FLuc modulator	Tb PFK block	BRCA1 expr up	Rab9 prom act	TRPV1 ag	p53 reactivator	RORgamma inh	Gal4-VP16 FLuc	NPC1 prom act	ELG1 repair inh
CC1CCN(c2ncccc2C(=O)O)CC1	1.3%	8.0%	3.9%	1.5%	2.6%	-1.6	8.4%	0.7%	0.9%	-4.8%	11.6%
O=C(NCCc1ccc(C(F)(F)F)cc1)c1ccc2c(c1)OCO2	0.3%	3.2%	2.8%	2.9%	0.1%	?	-2.2%	nt	nt	-0.1%	25.8%
CC(C)c1ccc(NC(=O)C(c2ccccc2)N2CCOCC2)cc1 (stereo not given)	2.0%	?	2.9%	11.3%	15.0%	nt	20.2%	40.2%	6.1%	1.8%	?
COc1ccc([N+](=O)[O-])cc1NC(=O)C(C)OC(=O)c1ccccc1C(=O)c1ccc(Cl)cc1 (stereo not given)	-3.7%	0.8%	-0.9%	-51.9%	1.7%	0.4	-3.8%	19.8%	-5.2%	-4.0%	-20.5%
CCOC(=O)c1c(NC(=O)c2ccoc2C)sc(C)c1C	-1.5%	-12.8%	-1.5%	0.0%	-1.9%	3.7	-5.5%	-12.9%	-3.0%	-0.9%	-22.4%
CN(CC(=O)Nc1cccc(C(F)(F)F)c1)C1=NS(=O)(=O)c2ccccc21	9.1%	nt	5.0%	-10.0%	nt	nt	-6.1%	nt	nt	nt	10.7%
S=c1nc(-c2ccccc2)n(Cc2ccco2)c2c1CCCC2	-5.2%	-2.0%	-3.0%	nt	1.6%	9.4	-5.6%	17.8µM*	?	-7.3%	-1.7%
COC(=O)c1ccc(CN2CCN(CCCc3ccccc3)C(CCO)C2)cc1 (stereo not given)	-3.6%	-0.6%	4.8%	0.0%	-2.4%	5.5	0.6%	5.7%	-5.5%	-2.5%	-6.1%
COc1ccc(CCN2CC(C(=O)NCc3c(C)n[nH]c3C)CCC2=O)cc1 (stereo not given)	4.7%	4.5%	0.0%	2.7%	-0.4%	-0.2	9.1%	3.9%	-5.0%	-2.3%	-4.7%
Cc1ccc(N(CC(=O)Nc2ccc3c(c2)OCCO3)S(C)(=O)=O)cc1	13.2%	19µM*	0.0%	?	?	2.7	5.2%	-10.9%	-8.0%	?	?
Cc1ccc(C(=O)Nc2ccnc(-c3cccnc3)n2)cc1	-3.3%	?	3.0%	-28.4%	26.5%	5.6	-1.1%	7.5%	4.0%	17.3%	?
CC1(NC(=O)NCCCCCCNC(=O)NC2(C)CCS(=O)(=O)C2)CCS(=O)(=O)C1 (stereo not given)	3.0%	0.0%	-0.7%	7.6%	-0.6%	0.2	-1.5%	-6.2%	-3.2%	2.3%	20.6%
CCOc1ccc(CONS(=O)(=O)c2ccc(NC(C)=O)cc2)cc1Cl	-6.1%	5.5%	6.9%	-11.8%	1.7%	1.7	6.6%	?	-14.9%	-0.1%	-18.7%
N/C(=N\OC(=O)c1ccco1)c1ccc(Br)cc1	?	6.75µM*	-2.1%	2.51µM*	?	2.6	?	-1.5%	-13.3%	?	?
CCCc1ccc2oc(C(=O)N(Cc3ccncc3)CC3CCCO3)c(C)c2c1 (stereo not given)	-0.1%	-18.4%	-3.0%	19.0%	5.7%	20.7	-22.3%	-37.1%	0.0%	0.6%	?
CCN(Cc1ccncc1)C(=O)c1cc(COc2c(C)cccc2C)on1	-2.0%	?	-1.3%	55.4%	21.8%	2.7	14.1%	30.8%	?	13.7%	17.2%
CC1CCN(C(=S)NC(=O)c2ccccc2)CC1	-2.8%	-1.0%	-4.5%	0.3%	0.6%	-2.4	0.6%	2.82µM*	4.47µM*	-0.8%	-8.0%
C[C@@H](NC(=O)[C@@H]1Cc2ccccc2CN1)C(=O)Nc1ccc2c(c1)OCO2	13.1%	-15.4%	0.8%	7.4%	3.1%	0.3	nt	20.0%	16.8%	6.6%	?
COc1cc(C)c(C(C)C)cc1S(=O)(=O)n1cnc(C)c1	21.2%	4.0%	-9.3%	-50.6%	-17.5%	8.4	1.3%	-16.6%	-9.1%	-26.2%	18.7%
CC(=O)N(c1ccc(C(F)(F)F)cc1)S(=O)(=O)c1ccc(N2C(=O)CCC2=O)cc1	-0.1%	6.6%	0.0%	-3.5%	-5.0%	-1.1	-0.2%	?	?	-0.5%	1.8%
CCCc1ccc(C(=O)COC(=O)CN2C(=O)NC3(CCCCC3C)C2=O)cc1 (stereo not given)	0.6%	26.9µM*	-9.2%	-1.4%	0.1%	?	-0.4%	nt	nt	1.1%	3.4%
CC(COc1ccccc1)N(CCCl)Cc1ccccc1 (stereo not given)	0.0%	1.6%	2.1%	-9.9%	-6.6%[46.1 µM]	11.3	0.8%	-0.8%&9.9%&-6.8%&-6.8%	-1.4%&-10.1%&4.1%&5.2%	3.9%[46.1 µM]	-6.9%
CC(=O)c1cccc(OCC(=O)Nc2ccccc2N2CCOCC2)c1	-3.1%	nt	-0.6%	-0.6%	1.2%	8.6	-9.9%	nt	nt	1.7%	?
COc1ccc(CCNC(=O)CN(c2ccc(OC)c(OC)c2)S(C)(=O)=O)cc1OC	0.2%	2.5%	2.9%	0.4%	-4.2%	-2.1	11.8%	0.0%	-0.7%	-2.5%	-9.7%
COc1cccc(/C=C/c2ccc3cccc(O)c3n2)c1	23.1µM*	1.51µM*	-5.0%	-26.8%	17.1%	8.9	?	3.55µM*	11.2µM*	?	?
CCc1nnc(NC(=O)c2ccc(COc3ccccc3C)o2)s1	1.6%	0.3%	-1.4%	-34.1%	6.9%	0.1	2.5%	1.0%	-7.7%	-1.1%	9.1%
O=C1C2CC=C(Cl)CC2C(=O)N1CCCCCCN1C(=O)C2CC=C(Cl)CC2C1=O (stereo not given)	-1.1%	-0.2%	?	-3.0%	0.6%	-0.6	-1.1%	17.7%	21.5%	1.1%	0.0%
COc1ccc(OC)c(C(=O)Cn2nnc3ccccc3c2=O)c1	7.1%	0.1%	1.1%	5.2%	-5.2%	-1.4	10.2%	20.3%	2.5%	-4.6%	18.6%
Cc1ccc(C(=O)NCC(=O)OCC(=O)c2c(N)n(C)c(=O)n(C)c2=O)s1	5.0%	-0.2%	-13.5%	-3.5%	14.6%	-0.8	2.9%	2.2%	-14.3%	3.9%	8.9%
O=C(N/N=C/c1cccnc1)C12CC3CC(CC(C3)C1)C2	0.5%	?	1.0%	13.2%	-0.6%	2.2	-3.9%	5.8%	-6.4%	1.2%	?
COc1ccc(OC)c(S(=O)(=O)NCc2ccccn2)c1	0.0%	0.8%	-3.5%	2.6%	2.5%	4.1	-32.5%[inhibitor]	?	-1.8%	-2.8%	0.2%
COc1ccc2cc(C(=O)O)n(CC(=O)c3ccccc3)c2c1	-0.3%	-5.6%	-5.3%	-16.0%	1.8%	-4.6	-0.7%	10.7%	-15.2%	-2.0%	-0.5%
O=C(CSc1nc2ccc(Cl)cc2[nH]1)NCc1ccco1	-0.3%	3.8%	-0.3%	-7.0%	3.5%	?	11.1%	7.6%	7.0%	-0.3%	1.8%
Cc1ccc(S(=O)(=O)CC(=O)N2CCCC2)cc1	16.7%	-0.2%	1.5%	-0.2%	14.9%	-0.2	?	-5.6%	?	-0.8%	?
CCCN(CCC)CC(O)COc1ccc2c(c1)OCO2 (stereo not given)	0.6%	0.8%	0.9%	0.0%	0.8%	2.1	0.8%	3.3%	6.5%	-2.3%	-8.4%
Cc1cccc(/N=C/c2c(O)n(Cc3ccc4c(c3)OCO4)c(=O)c3ccccc23)n1	1.9%	-17.7%	1.5%	-17.4%	-2.3%	3.4	-2.8%	2.9%	-10.3%	0.8%	-17.0%
COc1cccc(C(=O)NC(C)CCc2ccccc2)c1 (stereo not given)	5.0%	-0.8%	0.6%	3.2%	3.0%	8.0	7.8%	2.2%	-1.1%	0.0%	26.1%
Cc1ccc(N(C(=O)c2csnn2)C(C(=O)NC2CCCC2)c2cccnc2)c(C)c1 (stereo not given)	-8.4%	2.7%	-6.3%	-1.7%	-4.5%	3.2	-2.4%	-0.9%	3.1%	-0.9%	-1.3%

Structural class, the entries above containing a thiophene ring, fused or not (2)
SMILES	ELG1 genotox	FLuc modulator	Tb PFK block	BRCA1 expr up	Rab9 prom act	TRPV1 ag	p53 reactivator	RORgamma inh	Gal4-VP16 FLuc	NPC1 prom act	ELG1 repair inh
CCOC(=O)c1c(NC(=O)c2ccoc2C)sc(C)c1C	-1.5%	-12.8%	-1.5%	0.0%	-1.9%	3.7	-5.5%	-12.9%	-3.0%	-0.9%	-22.4%
Cc1ccc(C(=O)NCC(=O)OCC(=O)c2c(N)n(C)c(=O)n(C)c2=O)s1	5.0%	-0.2%	-13.5%	-3.5%	14.6%	-0.8	2.9%	2.2%	-14.3%	3.9%	8.9%
